# Source: PubChem BioAssay
# HPDE-C7 cytotoxicity = cytotoxicity in HPDE-C7 cells, cell-based, fluorescence, HTS (AID 430); HPDE-C7 pancreatic duct cells viability, fluorescence; higher % means a stronger effect; one-dose cytotoxicity, % at 10 µM; EC50 in µM for titrated hits; 63,000 tested, 1.8% active;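 note: cells exposed to compound for 48 hours before viability readout; 0% = vehicle and 100% = reference cytotoxic drug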
# HPDE-C7K KRASV12 = viability loss of HPDE-C7K cells – cell-based, fluorescence, HTS, primary screen (AID 431); 63,000 tested, 1.7% active; one-dose cytotoxicity, % at 10 µM; EC50 in µM for titrated hits; HPDE-C7K KRASV12 cells, Alamar Blue viability, 48 h; higher % means a stronger effect;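 active = compounds whose percent cytotoxicity in the single-dose primary screen, scaled between solvent and toxic-drug controls, exceeds 50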;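 note: 0% = DMSO solvent wells and 100% = doxorubicin-treated wells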
# TNAP inhibition = inhibition of tissue-nonspecific alkaline phosphatase – biochemical, luminescent (AID 518); purified TNAP enzyme, luminescent substrate readout; higher % means a stronger effect; inhibition, % at 20 µM; hits with a dose series show IC50 in µM; 64,000 tested, 0.09% active; in the data active = a potency from the dose series; inactive = the rest, 99 in 100 with inhibition below about 22%;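 note: plate controls were vehicle for no effect and reference inhibitor for full effect; many of its hits are not listed in these tables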
# Spn DPM-DC inh = S. pneumoniae DPM-DC inhibition; purified DPM-DC, PK/LDH coupled NADH fluorescence; calls only at 10 µM; 65,000 tested, 0.49% active;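 active = the 320 compounds with the highest percent inhibition in the single-dose primary screen, excluding strongly autofluorescent ones, cut at about 32% in these data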;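 note: kinetic rate of NADH fluorescence loss reporting ADP formed by the decarboxylase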
# MK inhibit = S. pneumoniae mevalonate kinase inhibition; purified MK, PK/LDH-coupled NADH absorbance 340 nm; inhibition, % at 10 µM; 65,000 tested, 0.48% active; AID 555;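 active = ranked among the strongest by inhibition in the single 10 µM screen, a fixed top-ranked set picked for dose follow-up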; note: no value below 0 was filed
# HT1080 cytotoxicity = cytotoxicity in HT1080 fibrosarcoma cells, cell-based, fluorescence readout (AID 620); HT1080 viability, fluorescence; higher % means a stronger effect; one-dose cytotoxicity, % at 10 µM; EC50 in µM for titrated hits; 87,000 tested, 0.42% active;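 note: cells exposed to compound overnight then 4 h with Alamar Blue; 0% = vehicle DMSO and 100% = killing control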
# PMK inhibit = S. pneumoniae PMK inhibition; 65,000 tested, 0.49% active; inhibition, % at 10 µM; purified PMK, PK/LDH-coupled NADH absorbance 340 nm; AID 539;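 active = top-ranked compounds by inhibition in the single 10 µM screen, taking a fixed number of the strongest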;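 note: 0% = full reaction with DMSO carrier and 100% = background rate without enzyme reaction; no value below 0 was filed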
# Bfl-1 inhibitors = Bfl-1 inhibitors, primary screen, biochemical, fluorescence polarization, FITC-Bid, mouse (AID 432) | FITC-Bid BH3 peptide fluorescence polarization displacement; higher % means a stronger effect | displacement, % at 20 µM; hits with a dose series show IC50 in µM | 64,000 tested, 0.02% active; in the data active = a potency from the dose series; inactive = the rest, 99 in 100 with displacement below about 15%; note: strong numbers were not always called active
# LYP phosphatase = LYP phosphatase inhibitors, primary screen, biochemical, DiFMUP fluorescence, recombinant catalytic domain, 10 µM (AID 606); 52,000 tested, under 10 active; inhibition, % at 10 µM; hits with a dose series show IC50 in µM; recombinant LYP catalytic domain, DiFMUP fluorescence; higher % means a stronger effect;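 active = IC50 under 40 µM in the dose-response test; inactive = IC50 of 40 µM or more, or never dose-tested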
# PMK inhibit pilot replicates = second read-out of PMK inhibit, no call of its own (marks repeat the call); inhibition, %; measured here: pilot screen replicates
# MK inhibit pilot replicates = second read-out of MK inhibit, no call of its own (marks repeat the call); inhibition, %; measured here: pilot screen replicates
# Spn DPM-DC inh pilot screen % = further read-out of Spn DPM-DC inh, marked with its call; inhibition, %; measured here: pilot screen trials
# * hit, by the source's call; i = inactive; . = no result given; + = active, no number. Cut-off read from the data, not from the text of the source, unless noted: active = cytotoxicity above about 50%; inactive = the rest.
SMILES,HPDE-C7 cytotoxicity,HPDE-C7K KRASV12,TNAP inhibition,Spn DPM-DC inh,MK inhibit,HT1080 cytotoxicity,PMK inhibit,Bfl-1 inhibitors,LYP phosphatase,others
O=C(CCn1[nH]c(=O)c2ccccc2c1=O)OC1CCCCC1,.,.,5.0%,i,6.0,10.1%,8.0,-5.2%,15.2%,
CCc1nnc(NC(=O)CCC(=O)N2CCN(Cc3ccccc3)CC2)s1,5.3%,2.5%,10.6%,i,3.0,10.6%,4.0,2.6%,-7.8%,
Cc1cc(C)c2cc(C(c3nnnn3C3CCCC3)N3CCOCC3)c(=O)[nH]c2c1 (configuration not stated),-0.9%,-7.4%,8.5%,i,8.0,20.3%,15.0,-6.4%,8.7%,
O=C(NCCO)c1c(O)c2cccc3c2n(c1=O)CC3,0.3%,3.2%,6.6%,i,9.0,-16.2%,14.0,-6.1%,-2.1%,
Cn1c(=O)c(=O)n(C)c2cc(S(=O)(=O)N3CCC(N4CCCCC4)CC3)ccc21,6.6%,9.5%,1.3%,i,6.0,5.5%,12.0,-4.2%,.,
CC(=O)Nc1cccc(NC(=O)CSc2nnnn2Cc2ccccc2)c1,4.5%,2.3%,10.0%,+,.,-2.2%,7.0,-4.8%,12.4%,
CN(C)CCNC(=O)c1ccc(CS(=O)(=O)c2ccc(Br)cc2)o1,-23.5%,0.0%,3.8%,i,6.0,-10.9%,8.0,-3.1%,4.8%,
COc1cccc(N2CCN(C3CC(=O)N(c4ccc(Cl)c(Cl)c4)C3=O)CC2)c1 (configuration not stated),1.1%,1.1%,8.4%,i,8.0,-4.3%,7.0,-0.3%,1.4%,
CC(=O)c1ccc(N2CCN(C(=O)c3ccc4c(=O)n(-c5ccccc5)c(=O)[nH]c4c3)CC2)cc1,-5.0%,-10.0%,-2.4%,i,10.0,5.6%,0.0,-7.0%,4.0%,
COC(=O)C1=C(C)NC2=C(C(=O)CCC2)C1c1cccs1 (configuration not stated),5.5%,-3.2%,9.0%,i,3.0,6.5%,4.0,-5.2%,6.3%,
CCOCCCNC(=O)C(NC(=O)CC1NC(=O)NC1=O)c1ccc(Cl)cc1 (configuration not stated),-9.2%,10.2%,4.6%,i,7.0,33.8%,7.0,-3.9%,8.4%,
CC(=O)OCC(=O)NCc1ccc2c(c1)OCO2,-32.4%,-2.0%,7.2%,i,7.0,6.5%,0.0,4.5%,.,
CCOC(=O)N1CCN(c2nnnn2-c2ccccc2)CC1,-13.9%,-14.9%,3.2%,i,10.0,0.1%,8.0,2.5%,9.6%,
Fc1cccc(Cl)c1CSc1nnc(COc2cccc3cccnc23)o1,-8.0%,3.9%,8.7%,i,0.0,0.8%,0.0,4.5%,-17.6%,
CC1(C(=O)N(CC(=O)NC2CCCC2)Cc2ccco2)CC(=O)N=C2C=CC=CN21 (configuration not stated),5.8%,15.9%,8.2%,.,6.0,-3.4%,8.0,-1.8%,9.4%,
Cc1ccc(C(=O)NC(Cc2c[nH]c3ccccc23)C(=O)O)o1 (configuration not stated),-0.1%,11.9%,16.0%,i,4.0,6.3%,9.0,7.9%,-24.3%,PMK inhibit pilot replicates=0.0;MK inhibit pilot replicates=3.5;Spn DPM-DC inh pilot screen %=0.0
Cc1ccc(NC(=O)N2CCCC2C(=O)NCCC2=CCCCC2)cc1 (configuration not stated),-9.9%,-0.8%,5.7%,i,0.0,0.5%,20.0,-5.2%,2.5%,
COc1ccccc1N1CCN(C/C(O)=C(\C#N)c2nc(-c3ccccc3)cs2)CC1,-9.2%,16.9%,14.9%,i,5.0,4.7%,15.0,-7.4%,-10.9%,PMK inhibit pilot replicates=0.0;MK inhibit pilot replicates=0.0;Spn DPM-DC inh pilot screen %=0.5
CCOC(=O)C1CCN(C(=O)C2CCN(S(=O)(=O)c3cccc4cccnc34)CC2)CC1,-6.4%,-8.0%,7.8%,i,21.0,1.5%,12.0,1.9%,18.6%,
O=c1[nH]c2ccc(Cl)cc2c(=O)n1Cc1ccco1,8.4%,13.6%,1.2%,i,0.0,-0.1%,5.0,-4.7%,4.5%,
CN(C(=O)COC(=O)COc1ccc(Cl)cc1)C1CCCCC1,0.6%,-1.6%,-6.2%,i,3.0,2.8%,11.0,-11.8%,-1.0%,
COc1ccccc1NC(=O)CSc1nnc(-c2ccncc2)o1,-3.5%,-3.6%,12.8%,i,4.0,0.3%,0.0,-0.5%,6.1%,PMK inhibit pilot replicates=1.5;MK inhibit pilot replicates=1.5;Spn DPM-DC inh pilot screen %=0.0
CCOC(=O)C1CCCN(C(=O)c2cccs2)C1 (configuration not stated),-2.5%,2.4%,14.2%,i,2.0,6.2%,0.0,0.1%,2.1%,PMK inhibit pilot replicates=0.0;MK inhibit pilot replicates=0.0;Spn DPM-DC inh pilot screen %=0.0
COc1ccc(C(=O)Nc2ccc3oc(-c4cccc(F)c4)nc3c2)cc1OC,-18.0%,5.2%,9.7%,.,8.0,-3.5%,12.0,-5.1%,15.5%,
